MOR-DOR ag: agonists of human mu-delta opioid receptor heterodimerization. AID 504326. 340,000 compounds, 0.3% hits. P35372+P41143. activation, % at 9.3 µM. cells, OPRM1-OPRD1 heterodimerization, luminescence; in the data active means activation above about 18%;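 further: 0% = vehicle-treated cells and 100% = reference agonist; values of inactives mirror those of a sister screen read the other way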
HTR5A inv ag: inverse agonist of human HTR5A in OPRM1-OPRD1 counter-screen; P47898; HTR5A cell line, luminescence, inverse agonism; inhibition, % at 9.3 µM; 340,000 compounds, 0.083% hits; AID 504634; in the data active means inhibition mostly above about 23%, no sharp cut-off; inactive means mostly below about 18%;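 further: 0% = cells with DMSO and 100% = no-cell wells with DMSO; some compounds called inactive have numbers as strong as hits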
PKA-R1A activ: PKA-R1A complex activation. 340,000 compounds, 0.083% hits. PKA-R1A dissociation, Cy5-IP20 fluorescence polarization; scaled: DMSO 0%, 113 µM cGMP 100%. activation, % at 11.4 µM. P00514+P68181;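 active means percent activation above the mean of all tested compounds plus 3 SD, cut at about 19% in these data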;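 further: higher means more PKAc released from R1A so a rise in polarization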
MOR-DOR inv ag: inverse agonist of human OPRM1-OPRD1 heterodimerization; 340,000 compounds, 0.21% hits; inhibition, % at 9.3 µM; cell-based MOR-DOR heterodimer luminescence, inverse agonism; P35372+P41143; AID 504357; in the data active means inhibition above about 22%, passing the limit was not always enough;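 further: 0% = cells with DMSO and 100% = wells without cells with DMSO; values of inactives mirror those of a sister screen read the other way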
Ecoli viability: counter-screen for AddAB inhibitors: E. coli growth inhibition | AID 449728 | E. coli V3065 growth, OD600 absorbance, 18 h | 330,000 compounds, 0.27% hits | inhibition, % at 11.9 µM;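 active means inhibition above the campaign's mean inhibition across all tested compounds plus 3 SD, cut at about 9.9% in these data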;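 further: uninfected addAB+ strain grown without phage in ampicillin broth; 0% = DMSO wells and 100% = ciprofloxacin 0.95 µg/ml wells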
DSG3 Ab inh: inhibitors of pemphigus antibody binding to human desmoglein-3; P32926; DSG3-coupled beads, scFv-anti-DSG3-GFP binding, flow cytometry; hits give low values; binding (percent of control), % at 10 µM; 310,000 compounds, 0.48% hits; AID 588358;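 active means binding more than 3 SD below its plate's average and above zero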;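 further: hits lower antibody fragment binding to DSG3; some compounds called inactive have numbers as strong as hits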
Target sequence (P32926 whole entry, looked up, the tested form may be a part): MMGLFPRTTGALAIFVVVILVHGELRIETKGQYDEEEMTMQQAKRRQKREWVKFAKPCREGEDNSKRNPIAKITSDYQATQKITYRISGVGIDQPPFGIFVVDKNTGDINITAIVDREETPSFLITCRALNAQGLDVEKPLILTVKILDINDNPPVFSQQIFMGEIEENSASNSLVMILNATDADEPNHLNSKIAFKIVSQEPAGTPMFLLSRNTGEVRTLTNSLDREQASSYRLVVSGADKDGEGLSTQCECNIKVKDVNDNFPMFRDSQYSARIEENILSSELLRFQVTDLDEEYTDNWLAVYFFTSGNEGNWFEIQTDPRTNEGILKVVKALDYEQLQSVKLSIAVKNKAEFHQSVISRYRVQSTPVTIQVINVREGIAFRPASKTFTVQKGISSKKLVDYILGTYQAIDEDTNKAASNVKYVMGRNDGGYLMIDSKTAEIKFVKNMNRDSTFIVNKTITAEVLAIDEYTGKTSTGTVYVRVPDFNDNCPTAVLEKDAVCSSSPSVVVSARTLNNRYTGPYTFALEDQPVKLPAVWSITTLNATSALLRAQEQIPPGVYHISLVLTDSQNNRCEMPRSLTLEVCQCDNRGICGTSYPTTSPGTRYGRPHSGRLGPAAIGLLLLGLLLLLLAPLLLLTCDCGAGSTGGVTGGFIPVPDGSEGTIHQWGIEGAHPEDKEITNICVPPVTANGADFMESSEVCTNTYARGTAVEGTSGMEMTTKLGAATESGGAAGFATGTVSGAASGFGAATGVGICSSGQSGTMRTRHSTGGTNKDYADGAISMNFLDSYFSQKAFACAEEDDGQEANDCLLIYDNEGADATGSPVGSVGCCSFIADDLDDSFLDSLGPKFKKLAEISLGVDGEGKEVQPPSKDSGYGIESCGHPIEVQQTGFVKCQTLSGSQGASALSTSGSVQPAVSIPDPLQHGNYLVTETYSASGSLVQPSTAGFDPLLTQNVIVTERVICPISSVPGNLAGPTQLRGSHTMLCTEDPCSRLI
HTR5A ag ctr: HTR5A agonism, opioid heterodimer counter-screen. P47898. HTR5A agonist assay, luminescence, cell-based. activation, % at 9.3 µM. 340,000 compounds, 0.61% hits; in the data active means activation mostly above about 9.5%, no sharp cut-off; inactive means mostly below about 7.6%;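 further: 0% = cells with vehicle only and 100% = reference agonist; strong numbers were not always called active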
SUMO Mot1 rescue: blocks SUMOylation pathway, rescuing yeast Mot1-301 growth. 320,000 compounds, 1% hits. growth rescue, % at 18.8 µM. S. cerevisiae Mot1-301 growth rescue, ATP luminescence, 38.5C; percent above DMSO median, 100 means doubled;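 active means every valid replicate shows activation above 250% relative to neutral control wells; inactive means the rest, any valid replicate at or below 250%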;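 further: OY570 slx delta 5 strain wells were the positive control but not used for scaling; some compounds called inactive have numbers as strong as hits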
AddAB inh: less growth of phage-infected E. coli with AddAB. E. coli expressing H. pylori AddAB, absorbance growth. inhibition, % at 11.9 µM. 330,000 compounds, 0.29% hits; in the data active means inhibition above about 12%;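 further: 0% = vehicle wells of infected cells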
PfHsp90 set2: growth inhibition of yeast expressing Plasmodium Hsp90. S. cerevisiae expressing PfHsp90, BacTiter-Glo ATP, 48 h; yeast lacking PDR1 and PDR3 efflux regulators. inhibition, % at 9.4 µM. 310,000 compounds, 0.32% hits. AID 504621;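 active means every replicate shows inhibition above about 80%, whatever the replicate mean, limit read from the data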;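 further: 0% = DMSO neutral controls and 100% = 20 µM radicicol positive controls; yeast relying on Plasmodium falciparum Hsp90 in place of its own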
phage Ecoli inh: E. coli growth loss with phage present; growth absorbance; inhibition, % at 11.9 µM; 360,000 compounds, 0.26% hits; in the data active means inhibition above about 11%
The depositor's hits bear a star; / = not tested or not shown.

SMILES	MOR-DOR ag	HTR5A inv ag	PKA-R1A activ	MOR-DOR inv ag	Ecoli viability	DSG3 Ab inh	HTR5A ag ctr	SUMO Mot1 rescue	AddAB inh	PfHsp90 set2	phage Ecoli inh
Cc1ccc(-n2c(SCC(=O)OC(C)C)nnc2-c2ccco2)cc1	-1.6	17	-8	9	-1.4	118	2	-4	-2.2	-8	3.0
CCOC(=O)C1CCN(C(=O)COc2ccc(S(=O)(=O)NC(C)C)cc2)CC1	-1.0	-15	0	6	-1.4	97	0	7	-0.8	0	-0.9
COC(=O)c1c(-c2ccccc2)csc1NC(=O)c1c(-c2ccccc2)noc1C	-1.4	-4	-2	7	-0.3	130	-1	1	-0.3	-31	1.3
COc1c(Br)cc(Br)cc1/C=N/NC(=O)c1ccncc1	2.4	9	-3	-13	3.8	100	1	-5	3.8	-14	2.2
Cc1nc(=O)c(-c2ccccc2)c(C)n1-c1ccccc1	-0.7	0	0	3	-2.1	98	0	-2	-0.8	-1	-0.2
C=CCC(CC=C)(C(=O)O)c1ccccc1	-1.3	-10	-12	5	-1.6	109	4	324	2.8	1	0.2
CC1CCN(S(=O)(=O)CCNC(=O)c2ccc3c(c2)OCO3)CC1	-0.4	3	-9	2	1.6	97	-1	-3	2.0	-17	1.8
O=C(CSCc1ccc(Cl)cc1)Nc1ccc(-c2nnc(-c3ccccc3)o2)cc1	-0.5	0	-2	3	-0.5	100	0	4	1.8	3	-0.1
CCCNC(=O)C1CCN(S(=O)(=O)c2ccc3[nH]c(=O)ccc3c2)CC1	0.7	-20	4	-4	-0.1	102	1	4	3.2	1	-1.1
O=C(N/N=C/c1ccc(N2CCOCC2)c([N+](=O)[O-])c1)c1ccc(F)cc1	0.5	-16	3	-3	-0.2	/	2	-10	3.3	/	3.1
CN(C(=S)NC(=O)c1ccccc1)C1CCCCC1	-0.8	11	5	4	-3.8	102	7	3	-2.5	-6	-1.7
CCOC(=O)c1c(N2C(=O)C3CC(C)=C(C)CC3C2=O)sc(C)c1C (stereo not given)	-2.5	6	8	14	-0.7	104	1	-7	0.8	-3	1.1
O=C1C2C3C=CC(C4CC34)C2C(=O)N1CCCCN1CCN(c2ccc(F)cc2)CC1 (stereo not given)	0.5	15	13	-3	-0.5	/	-6	8	5.3	-12	1.1
COc1ccc(C(Nc2cc(C)ccn2)c2ccc3ccc(C)nc3c2O)cc1 (stereo not given)	-1.9	8	-7	9	-2.2	97	-3	138	-1.1	4	-0.8
Cc1cccc(NC(=O)Cc2noc3ccccc23)c1	-2.1	9	-4	10	1.6	97	-2	-22	1.6	-16	1.9
Cc1ccccc1OCC(=O)NCCCNC(=O)c1ccco1	-1.5	-20	-12	10	-0.3	/	7	7	2.4	24	-2.0
O=C(CCC(=O)Nc1ccc(F)cc1)N/N=C/c1c[nH]c2ccccc12	1.1	-4	1	-8	-0.2	94	2	140	2.2	7	2.5
O=C(NN1CCOCC1)c1ccc(Cl)cc1	-0.6	6	3	4	2.1	102	1	-1	2.4	-4	3.9
CCOC(=O)CSc1nnc(-c2c[nH]c3ccccc23)o1	-3.0	2	-8	15	/	100	0	-2	/	2	2.3
Cc1cccc(-n2c(C)cc(/C=C3/C(=N)N4C(c5ccccc5)=CSC4=NC3=O)c2C)c1	-0.8	-1	5	4	1.0	97	0	17	2.5	7	4.8
Cc1nc(C)c(-c2ccc(SCc3ccccc3C)nn2)s1	-0.2	27	-5	1	-2.7	107	1	7	2.1	-24	6.0
CCC1CCCCN1C(=O)COC(=O)c1n[nH]c2ccccc12 (stereo not given)	-1.9	5	1	10	1.3	104	-2	106	3.6	8	1.7
O=C(CC1SC(=NC2CCCCC2)NC1=O)Nc1ccccc1 (stereo not given)	1.1	5	-6	-7	-2.7	88	-2	7	1.0	7	2.0
Cc1occc1C(=O)N1CCCC(Nc2ccc(F)cc2)C1 (stereo not given)	-5.7	11	-2	19	0.8	102	6	-2	0.3	-11	-0.2
COc1ccc(C)cc1NS(=O)(=O)c1ccccc1	-2.5	-4	-3	12	/	120	1	/	/	-14	3.2
O=C(O)CSc1nnc(-c2ccc(S(=O)(=O)N3CCCC3)cc2)n1Cc1ccco1	-3.1	9	-11	17	-1.5	100	-3	-7	2.5	-13	-1.3
CC(Sc1ccccc1)C(=O)NCCc1ccccc1 (stereo not given)	-3.0	-2	10	15	1.0	119	1	-10	3.0	-10	2.5
O=C1N=c2ccccc2=C1c1sc(Nc2ccc(O)cc2)nc1O	-0.1	8	3	1	/	-15*	-3	/	/	-12	4.3
CC(=Nc1ccc(Br)cc1)c1sc2ccccc2c1O	-0.6	-17	-6	3	-0.3	91	0	8	0.9	-9	2.1
COc1cc(OC)c(NC(=O)N2CCOCC2)cc1Cl	-3.4	-26	3	17	/	99	-1	-7	/	7	-2.5
COc1ccc2cnnc(SCC(=O)Nc3ccc(C(=O)O)cc3)c2c1OC	-1.5	14	-3	8	0.8	101	-5	6	2.1	-2	4.7
CCOc1ccc(NC2c3ccccc3C(=O)N2Cc2ccc3c(c2)OCO3)cc1 (stereo not given)	-1.2	-24	-10	7	2.2	100	-3	12	1.0	-40	3.4
COCc1ccc(C(=O)N2CCCC(CCC(=O)NCc3ccccc3F)C2)o1 (stereo not given)	-3.0	-10	-1	14	-1.3	121	4	33	0.1	4	-0.2
O=C(c1ccc(NS(=O)(=O)/C=C/c2ccccc2)cc1)N1CCCCC1	2.0	-5	-13	-13	1.4	/	6	-15	4.7	18	2.9
CCCCCC(=O)NNC1CC(=O)N(c2ccccc2)C1=O (stereo not given)	/	/	/	/	-0.5	112	/	1	1.0	/	-3.1
Cn1nnc(C(O)CNCc2ccc(Cl)cc2)n1 (stereo not given)	0.7	-1	-5	-4	2.4	125	-4	-12	0.8	/	0.1
CN(Cc1ccccc1)c1ccc2nnc(-c3ccccc3)n2n1	-3.9	-13	0	20	-1.4	96	5	-14	3.2	-23	1.9
O=C(c1ccco1)N(CCC(c1ccccc1)c1ccco1)Cc1ccco1 (stereo not given)	-2.5	-20	0	13	-0.7	/	-5	140	0.8	-1	3.6
Cc1ccc(C(=O)NNC(=O)CCC(=O)Nc2cccc(Cl)c2C)cc1	-0.7	-1	-4	4	1.3	100	0	-16	-0.9	6	3.1
COc1ccc(CNCCS(=O)(=O)NC2CCCC2)cc1	-0.6	-14	5	3	/	98	4	/	/	7	2.4
CCc1ccc(NC(=O)c2noc3c2CCC3)cc1	1.9	-34	-3	-11	-0.1	/	3	10	0.5	/	0.0
O=C(Nc1ccc2c(c1)nc1n2CCOC1)c1ccccc1	-2.6	-5	8	14	1.6	107	2	2	1.4	3	2.5
O=C(COc1ccc(N2C(=O)c3ccccc3C2=O)cc1)c1ccccc1	-1.8	-4	14	9	0.0	100	2	-4	-0.2	14	2.0
O=C1NCC(COCc2ccco2)O1 (stereo not given)	-1.2	-15	-9	7	-1.1	118	-3	10	0.1	29	2.3
Clc1ccc(-c2csc(Nc3ccccc3)[n+]2Cc2ccco2)c(Cl)c1	2.9	-3	-27	-15	/	102	1	/	/	12	2.4
O=C(Nc1ccc(Cl)cc1)N1CCCC(Cn2cccc2)C1 (stereo not given)	2.1	-10	-12	-11	-0.8	106	7	22	3.5	-1	-0.7
CC(=O)NS(=O)(=O)c1ccc(NC(=O)c2cc3c(=O)n4ccccc4nc3s2)cc1	-0.8	12	-1	4	-0.1	99	-5	5	-1.0	-6	0.7
COc1cc(NC(=O)CSc2nccc(C)n2)c(C)cc1[N+](=O)[O-]	-1.4	1	3	7	-4.4	79	-2	-2	-1.1	16	2.5
CN(CC(=O)Nc1c(Cl)cccc1Cl)C(=O)CNC(=O)c1ccco1	-1.4	2	-2	6	-0.7	96	-1	0	2.1	/	0.7
Cc1cc(C)c(S(=O)(=O)Cc2ccccc2)c(Cl)n1	-2.9	-1	-6	14	-2.6	100	0	-7	-0.1	-11	1.2
CCOc1ccc(N(CC(=O)NCc2ccccc2C)S(C)(=O)=O)cc1	-1.4	0	-3	6	-2.1	95	0	-2	2.7	1	2.3
O=S(=O)(O)c1ccc2c(c1)C(C(Cl)(Cl)Cl)OC(C(Cl)(Cl)Cl)O2 (stereo not given)	-2.7	4	-10	14	/	95	-1	/	/	/	3.0
O=c1[nH][nH]cc1C=NCc1cccc(C(F)(F)F)c1	-2.2	-1	-9	14	-0.9	85	-2	-12	1.3	/	4.1
O=C(CSc1nnc(CCCN2C(=O)c3cccc4cccc(c34)C2=O)n1-c1ccccc1)N1CCCCC1	-1.6	10	-2	10	-2.0	93	2	-7	1.3	10	-1.8
CCCC(=O)Nc1ccc2c(c1)nc(CN1CCCC1)n2C	-2.7	12	-7	12	0.4	118	4	97	4.2	-9	3.4
O=C(Nc1ccc2c(c1)OCO2)c1cccc(S(=O)(=O)N2CCCC2)c1	-1.9	12	3	10	0.3	100	0	-15	1.5	-13	3.4
Cc1ccc(C)c(N2CCN(C(=O)CCc3nc(-c4ccccc4F)no3)CC2)c1	-1.0	-7	-2	5	0.9	105	2	/	2.0	-14	2.1
Cc1cc(NC(=O)CSc2nnc(-c3c[nH]c4ccccc34)n2-c2ccc(Cl)cc2)no1	21*	-28	2	-112	2.6	94	13*	344	1.3	23	1.8
Cc1csc2nc(CNS(=O)(=O)N(C)C)cn12	0.0	1	6	0	3.8	131	0	-22	-2.1	-2	2.1
CC(=O)Nc1ccc2c(c1)CN(c1cc(C)ccc1C)CO2	2.4	11	-4	-12	-2.5	/	1	-6	1.1	-1	1.5
Next section.
SMILES	MOR-DOR ag	HTR5A inv ag	PKA-R1A activ	MOR-DOR inv ag	Ecoli viability	DSG3 Ab inh	HTR5A ag ctr	SUMO Mot1 rescue	AddAB inh	PfHsp90 set2	phage Ecoli inh
Nn1c(Cc2cccc3ccccc23)nnc1SCc1c(F)cccc1Cl	-1.8	-4	-3	11	-1.4	99	2	238	0.8	12	3.2
O=S(=O)(NCCc1ccccc1)c1ccc(Br)cc1	2.8	-7	-1	-14	2.3	124	2	-19	4.1	-10	1.3
Clc1ccc(-c2nnc(CNC3CC3)o2)cc1	1.4	-6	4	-9	-0.3	84	-3	-5	1.1	-8	3.0
CN(C)CCCNc1oc(-c2ccccc2Cl)nc1S(=O)(=O)c1ccc(F)cc1	-0.5	0	3	3	2.0	107	2	6	2.3	7	2.3
CC(Oc1ccccc1F)c1nnc(SCC(=O)Nc2ccc(N3CCOCC3)cc2)o1 (stereo not given)	-2.9	13	-8	11	-1.2	98	-3	-7	-1.3	/	3.2
Cc1c(CCC(=O)O)c(=O)oc2cc3occ(-c4ccc(Cl)cc4)c3cc12	-3.2	11	-10	15	-0.3	104	-3	32	-2.4	-17	-1.5
